Screening results as filed in PubChem BioAssay.
FEN1 inhibitor: qHTS Assay for the Inhibitors of Human Flap endonuclease 1 (FEN1) | P39748 | Recombinant FEN1 flap cleavage, fluorescence, 15 min | Potency, µM (top dose mostly 114 µM), without a hit: top-dose activity change, negative = inhibition, actives largely listed as inhibitors | actives 0.35% (n = 390,000); also: nearly all actives have a fitted effect of over 65% in size
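Recombinant FEN1 (10 nM) was preincubated with pin-transferred compounds for 15 min at room temperature, then flap DNA substrate (50 nM final) was added. Plates were read at 0 and 15 min, and normalized concentration–response data were fitted to a four-parameter Hill equation.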
N370S GC: qHTS Assay for Inhibitors and Activators of N370S glucocerebrosidase as a Potential Chaperone Treatment of Gaucher Disease. AID 2101, 2009. actives 0.092% (n = 330,000). N370S GC spleen homogenate, 4MU-glucoside fluorescence. Potency, µM (series often up to 59.4 µM), for the others: at the highest dose activity change, negative = inhibition, usual class: inhibitors. Lysosomal acid glucosylceramidase (Homo sapiens), P04062;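 also: 0% = full enzyme activity and -100% = no enzyme basal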
GCN5L2 inh: qHTS Assay for Inhibitors of GCN5L2; GCN5L2 HAT assay, ThioGlo1 CoA-SH fluorescence; Histone acetyltransferase KAT2A (Homo sapiens), Q92830; actives 0.21% (n = 390,000); Potency, µM (titrated, usually from 58.9 µM), without a hit: top-dose activity change, negative = inhibition, hits mostly inhibitors
Target sequence (Q92830 whole entry, looked up): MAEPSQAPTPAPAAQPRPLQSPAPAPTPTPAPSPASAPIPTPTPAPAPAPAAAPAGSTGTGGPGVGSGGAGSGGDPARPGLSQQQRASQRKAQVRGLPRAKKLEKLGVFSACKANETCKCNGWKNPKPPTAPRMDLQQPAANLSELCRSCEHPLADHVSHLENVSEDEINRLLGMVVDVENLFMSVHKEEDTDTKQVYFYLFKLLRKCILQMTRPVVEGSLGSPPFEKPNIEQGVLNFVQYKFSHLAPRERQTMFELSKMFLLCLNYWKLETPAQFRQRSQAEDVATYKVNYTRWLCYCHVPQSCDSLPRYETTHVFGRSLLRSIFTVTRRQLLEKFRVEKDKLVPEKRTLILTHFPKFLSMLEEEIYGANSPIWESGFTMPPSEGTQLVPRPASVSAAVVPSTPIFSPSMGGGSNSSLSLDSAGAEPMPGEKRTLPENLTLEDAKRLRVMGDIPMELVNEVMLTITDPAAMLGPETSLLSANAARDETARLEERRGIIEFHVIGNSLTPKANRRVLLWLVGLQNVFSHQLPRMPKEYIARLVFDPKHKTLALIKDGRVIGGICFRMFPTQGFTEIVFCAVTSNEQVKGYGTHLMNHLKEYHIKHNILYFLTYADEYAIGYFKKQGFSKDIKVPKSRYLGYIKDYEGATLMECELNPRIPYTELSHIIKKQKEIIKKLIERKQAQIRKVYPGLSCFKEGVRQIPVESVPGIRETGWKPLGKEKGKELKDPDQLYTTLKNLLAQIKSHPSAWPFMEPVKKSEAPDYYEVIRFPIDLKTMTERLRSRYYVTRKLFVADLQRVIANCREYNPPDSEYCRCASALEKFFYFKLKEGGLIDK
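Compounds, pin-transferred from DMSO stocks, meet 20nM GCN5L2 for 15 min before the reaction begins with H3(1-25) peptide (75uM) and acetyl-CoA (70uM). Thiol-reactive ThioGlo1 reports CoA release over 20 min at room temperature.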
An asterisk follows results filed as active; ? = inconclusive; nt = no result given; & = joins results of further samples; [ ] = another dose, or the depositor's remark. Calls follow the shape of the dose curve; as a rule, active = well fitted curve in the direction sought with a large enough effect; inconclusive = small, poorly fitted or top-dose-only effect, or another doubt; inactive = no such curve, though single readings can be large; an effect the other way counts as inactive or inconclusive. Unless noted, % is scaled to controls: 0 for no effect and ±100 for the full control effect; potency is read from the fitted curve at half-maximal effect. Only part of the results is shown; count on the stated rates, not on these rows.

The opening 7 entries as a preview:
SMILES	FEN1 inhibitor	N370S GC	GCN5L2 inh
O=C(Nc1ccccc1)C1=C(c2ccccc2)S(=O)(=O)CCS1(=O)=O	10%	-10%	-8%
CC(NC(=O)c1cc2c(=O)n3ccccc3nc2n(C(C)C)c1=N)c1ccccc1 (stereo not given)	2%	nt	-10%
N#CCCN(Cc1ccccc1)C(=O)c1cccs1	12%	?	5%
O=C(/C=C\c1ccccc1)Oc1cccc2cccnc12	2%	8%	-8%
Cc1ccccc1OCc1nnc(SCc2cc(=O)c3cc(F)ccc3[nH]2)n1C	18%	nt	-7%
COc1ccc(NC(=O)COc2ccccc2C#N)c(S(=O)(=O)N2CCCCC2)c1	-3%	3%	-6%
COc1cccc(CN2C(=O)C3(SCC(=O)N3c3ccc(C(C)C)cc3)c3ccccc32)c1 (stereo not given)	10%	nt	-5%

This part in full, repeating the preview:
SMILES	FEN1 inhibitor	N370S GC	GCN5L2 inh
O=C(Nc1ccccc1)C1=C(c2ccccc2)S(=O)(=O)CCS1(=O)=O	10%	-10%	-8%
CC(NC(=O)c1cc2c(=O)n3ccccc3nc2n(C(C)C)c1=N)c1ccccc1 (stereo not given)	2%	nt	-10%
N#CCCN(Cc1ccccc1)C(=O)c1cccs1	12%	?	5%
O=C(/C=C\c1ccccc1)Oc1cccc2cccnc12	2%	8%	-8%
Cc1ccccc1OCc1nnc(SCc2cc(=O)c3cc(F)ccc3[nH]2)n1C	18%	nt	-7%
COc1ccc(NC(=O)COc2ccccc2C#N)c(S(=O)(=O)N2CCCCC2)c1	-3%	3%	-6%
COc1cccc(CN2C(=O)C3(SCC(=O)N3c3ccc(C(C)C)cc3)c3ccccc32)c1 (stereo not given)	10%	nt	-5%
O=C(CC(=O)Nc1ccc(F)cc1F)Nc1ccc(F)cc1F	3%	-11%	12%
COC(=O)C1=C[C@@H](C(=O)OC)C2C3=C(C(=O)C24CCCCC4)[C@H](C)n2c(=O)n(-c4ccccc4)c(=O)n2[C@@H]3C1 (stereo not given in full)	10%&8%	1%	nt
CCc1nc2c(cnn2-c2ccc(F)cc2)c(=O)n1-c1ccc(N2CCC(C)CC2)cc1	9%	6%	-9%
COc1cccc(OCc2cc(C(=O)N3CCN(C)C(c4ccccc4)C3)no2)c1 (stereo not given)	-14%	-8%	-4%
CCOC(=O)C1CCN(Cc2cn3c(-c4ccc(OC)cc4)nnc3s2)CC1	0%	nt	-8%
COc1ccc(OC)c(S(=O)(=O)N2CCC(NC(=O)c3ccccc3)CC2)c1	-18%	6%	2%
COc1ccc(C(=O)N2CCN(c3cnn(-c4ccccc4)c(=O)c3Cl)CC2)cc1	0%	0%	-3%
CCOC(=O)C1CCCN(C(=O)COc2ccc(S(=O)(=O)N(CC)c3ccccc3)cc2)C1 (stereo not given)	5%	-3%	-12%
CN(Cc1cccs1)C(=O)c1cc(S(=O)(=O)N2CCOCC2)ccc1N1CCCC1	-10%	nt	-3%
CCCN(Cc1nnc(-c2cccs2)o1)C(=O)c1cc(S(=O)(=O)N2CCOCC2)ccc1C	3%	nt	-1%
CC(O/N=C/c1ccccc1OC(F)F)C(=O)Nc1cccc(S(=O)(=O)N2CCOCC2)c1 (stereo not given)	-15%	-12%	-10%
Cc1cc(C)cc(NS(=O)(=O)c2cc(Br)cnc2N)c1	-21%	-19%	-6%
Cc1ccc2c(CC(=O)N3CCN(c4cccc(Cl)c4)CC3)coc2c1	0%	nt	-10%
Cc1ccccc1NC(=O)CCS(=O)(=O)c1ccc(Br)cc1	1%	-8%	-15%
COc1ccc(N2CCN(C(=O)C(=O)c3cn(CC(=O)N4CCCCCC4)c4ccccc34)CC2)cc1	-10%	2%	-2%
CC1CCCN(C(=S)SCC(=O)c2cc(Br)cc(Br)c2O)C1 (stereo not given)	50µM*	-3%	19%
O=C(O)/C=C/c1ccc(S(=O)(=O)N2CCN(CCN3C(=O)C4C5C=CC(C5)C4C3=O)CC2)cc1 (stereo not given)	-18%	-1%	-3%
Cc1cccc(C)c1Nc1nnc(SCC(=O)Nc2sccc2C#N)s1	-11%	6%	-19%
O=C(CCCn1c(=O)c2sccc2n(Cc2ccc(F)cc2Cl)c1=O)NCc1ccc2c(c1)OCO2	-9%	nt	2%
Cc1ccc(SCC(=O)Nc2cc(S(=O)(=O)N3CCCCC3)ccc2C)cc1	4%	nt	-15%
Cc1ccc2nc(NC(=O)c3cc(=O)c4cc(Cl)ccc4o3)sc2c1	-4%	nt	1%
Cc1nn(C)c2ncc(C(N)=O)c(Oc3cccnc3)c12	6%	-4%	-1%
Oc1ccc(Br)cc1-c1nc2cnccn2c1NC1CCCC1	-26%	5%	-22%

Retrieved by compound from the list above:
SMILES	FEN1 inhibitor	N370S GC	GCN5L2 inh
O=C(CCCn1c(=O)c2sccc2n(Cc2ccc(F)cc2Cl)c1=O)NCc1ccc2c(c1)OCO2	-9%	nt	2%
Cc1cccc(C)c1Nc1nnc(SCC(=O)Nc2sccc2C#N)s1	-11%	6%	-19%

The list continues.
SMILES	FEN1 inhibitor	N370S GC	GCN5L2 inh
N#CNC(=Nc1cccc(F)c1)SCc1cccc(F)c1	1%	-2%	-6%
Cc1cc(C)n(CC(=O)c2cccc([N+](=O)[O-])c2)n1	2%	-1%	-1%
CCCc1oc(C(=O)O)cc1CN	21%	2%	-5%[0.501 µM]
Cc1nc(SCC(=O)Nc2ccc3[nH]c(=O)[nH]c3c2)nc(C)c1C	-11%	nt	1%
O=C(COc1ccc(S(=O)(=O)N2CCCC2)cc1)Nc1ccc(F)cc1	11%	-11%	-6%
COC(=O)c1ccc(OCC(O)CN2CCN(CC(O)COc3ccc(C(=O)OC)cc3)CC2)cc1 (stereo not given)	5%	-5%	?
Cc1cccc(NC(=S)N(CCCN2CCOCC2)Cc2ccco2)c1	9%	-27%	-7%
C#CCOCCOCCOCCNc1nc(N2CCN(C(=O)[C@H]([C@@H](C)CC)n3cc(CCCN=C(N)N)nn3)CC2)nc(N2CCN(C(=O)[C@H](Cc3ccc(O)cc3)n3cc(CCO)nn3)CC2)n1	4%	-16%	-4%
CCc1cc(C(=O)N2CCN(C(=O)c3ccccc3)CC2)sc1C	3%	0%	0%
CN1/C(=C\C(=O)COC(=O)CNC(=O)c2ccccc2F)C(C)(C)c2ccccc21	-9%	2%	-1%
Cc1ccc(Cc2nc3ccccc3nc2SCC(=O)Nc2ccc3c(c2)OCO3)cc1	-2%	nt	-2%
O=C1[C@@H]2C(c3cccnc3)=NO[C@@H]2C(=O)N1c1ccc(Cl)cc1Cl	16%	-16%	-25%
COC(=O)C(CCCCNC(=O)c1ccc([N+](=O)[O-])cc1)NC(=O)c1ccc([N+](=O)[O-])cc1 (stereo not given)	2%	-2%	-2%
O=C(CC1CC2CCC1C2)Nc1nc(-c2ccccn2)cs1 (stereo not given)	5%	3%	-6%
CCN(CC)CCCN(Cc1cc2cc3c(cc2[nH]c1=O)OCO3)C(=S)NCCOC	1%	?	-3%
CN1C2CCC1CC(N(CCc1ccccc1)C(=O)c1ccc(Cl)cc1)C2 (stereo not given)	-4%	-8%	-1%
CC(C)CCNC(=O)NC(=O)CSc1nnc(COc2ccccc2Cl)o1	-3%	8%	0%
CNC(=O)[C@H](Cc1c[nH]c2ccccc12)NC(=O)[C@@H](CC(=O)NO)CC(C)C	nt	?	-4%&8%
CCOc1ccc(CNC(=O)CCCn2nc(C)c3sc4ccccc4c3c2=O)cc1	?	nt	-12%
COC(=O)c1cc2c(s1)-c1ccc(OC)cc1CC2	-22%	?	-6%
CCCCNC(=O)NNC(=O)C1CC1(c1ccccc1)c1ccccc1 (stereo not given)	-9%	-4%	-3%
CCOC(=O)c1c(C)[nH]c(C(=O)OCC(=O)NC(C)C)c1C	1%	1%	-5%
CCOC(=O)[C@@H]1[C@H]2COc3ccc(Br)cc3[C@@H]2N2C(=O)N(c3cccc(F)c3)C(=O)[C@@]12C	1%	4%	-1%
O=c1cc(CO)occ1OCc1cccc(F)c1	7%	-22%	20%
Cc1nn(CCc2n[nH]c(=S)n2-c2ccc(F)cc2)c(C)c1[N+](=O)[O-]	-16%	3%	-1%
CCN(CC(=O)NCc1ccc(Cl)cc1)C(=O)CNS(=O)(=O)c1ccc(NC(C)=O)cc1	4%	-3%	-2%
COc1ccc(NC(=S)N2CCC(NC(=O)c3ccc(F)cc3)CC2)cc1	-4%	-1%	-7%
CC(=O)Nc1ccc(N(C(=O)c2cnccn2)C(C(=O)NC2CCCCC2)c2ccc(O)cc2)cc1 (stereo not given)	6%	-3%	1%
Cc1noc(C)c1S(=O)(=O)Nc1ccc(C(=O)N2CCN(c3cccc(Cl)c3)CC2)cc1	3%	-20%	-1%
O=C(Nc1cccc2ccccc12)N1N=CCC1c1ccccc1 (stereo not given)	-1%	6%	-21%
Cc1ccc(Oc2ccccc2)c(NC=O)c1	11%	11%	-5%
Cc1nnsc1C(=O)NCc1c(F)cccc1Cl	12%	?	-8%
Cc1ccc2c3c(c(SCC(=O)Nc4nccs4)nc2c1)CCCC3	nt	11%	1%
CC(C)CCN1CCN=C1Nc1ccccc1	5%	-4%	2%
C=CCOC(=O)C(=C)C	nt	-2%	0%
Cc1ccccc1-c1nc(CNC(=O)NC2CCCCC2)c(C)o1	-1%	nt	-8%
CCCCc1c(O)nc(SCC(=O)N2CCOCC2)n(-c2ccc(OC)cc2)c1=O	-3%	?	-4%
Nc1nc2nn(-c3ccccc3)nc2c(=O)[nH]1	-3%	?	29%
Cc1nnc2n1N=C(c1ccc(OC(F)F)cc1)C(C)S2 (stereo not given)	2%	-5%	0%
Cc1ccc(/C=C/c2nc3sc(C(=O)O)c(C)c3c(=O)[nH]2)cc1[N+](=O)[O-]	2%	-4%	-6%
COc1ccccc1NC(=O)C1CCCN(c2nnc(C)c3c(C)n(-c4ccccc4)nc23)C1 (stereo not given)	-8%	nt	-9%
CCCCN(C(=O)COC(=O)c1ccccc1)c1c(N)n(CCC)c(=O)[nH]c1=O	-15%	nt	7%
CN(c1ccccc1)S(=O)(=O)c1ccc(NC(=S)NC(=O)C2CC2)cc1	-24%	-4%	-5%
Cc1cccc(Nc2c(-c3ccc(O)cc3)nc3ncccn23)c1	?	-12%	-8%
O=C(Nc1ccc(F)c(F)c1)c1cc(S(=O)(=O)N2CCc3ccccc32)ccc1F	-7%	nt	-4%
O=C(O)CCCNC(=O)Nc1ccccc1	3%	17%	-3%
COc1ccccc1NC(=O)c1ccc(NC(=O)COC(=O)c2ccc(O)cc2)cc1	-16%	nt	-2%
Cc1nc2cc(C(=O)O)ccc2n1C1CCCCC1	-14%	4%	-1%
CC1CCCN(C(=O)c2ccc(CSc3nc4ccncc4n3Cc3ccccc3)cc2)C1 (stereo not given)	2%	nt	-4%
CC(=O)OCC(=O)Nc1c(C)cc(C)cc1C	-7%	-19%	-3%
CNc1nc2c(-c3ccc(Cl)cc3)nnn2c2ccccc12	16%	29%	-3%
CCOc1ccccc1OCC(=O)NNC(=O)Cn1cnc2c1c(=O)n(C)c(=O)n2C	6%	-4%	-6%
Cc1ccc(CNC(=O)c2cnc(N(C)C)nc2)cc1	19%	nt	16%
Cc1cc(N2CCN(c3cc(Cl)ccc3C)CC2)n2nc(-c3ccccc3)nc2n1	?	nt	0%
COc1cc(CNC(C)(C)CO)cc(Br)c1OCc1ccc(Cl)cc1Cl	-15%	-23%	4%
COc1ccc(OCC(=O)O/N=C(\N)c2ccc(OC)cc2)cc1	-10%	-6%	-1%
Cc1c(Cl)cccc1NC(=S)N1CCc2ccccc2C1	9%	31%	-12%
O=C(CNS(=O)(=O)c1ccc(F)cc1)N1CCN(c2ccc(F)cc2)CC1	-2%	-10%	0%
O=C(CSc1ccccc1)NC1=NCCS1	13%	-9%	-3%
O=C(CNC(=O)c1ccc(F)cc1)c1ccccc1	18%	-24%	-7%

Taken from above:
For N370S GC, Cc1nc2cc(C(=O)O)ccc2n1C1CCCCC1 has 4%
For N370S GC, COc1ccc(OCC(=O)O/N=C(\N)c2ccc(OC)cc2)cc1 has -6%

Going on with the list.
SMILES	FEN1 inhibitor	N370S GC	GCN5L2 inh
Cc1ccc(-c2cn(CCC(=O)O)c(-c3ccc(Cl)nc3)n2)cc1	-3%	5%	-6%
Cc1ccc(C(=O)Nc2c(C(=O)NC(C)(C)C)oc3ccccc23)cc1	-5%	nt	-5%
CC1(C)OC(=O)NC1=O	nt	-4%	-7%[21.4 µM]
CCC(c1nnnn1Cc1ccccc1)N1CCN(C(=O)c2ccco2)CC1 (stereo not given)	10%	-11%	-8%
NS(=O)(=O)c1ccc(NC(=O)Nc2ccc(S(N)(=O)=O)cc2)cc1	-2%	2%	15%
Cc1ccsc1C(=O)N1CC(=O)Nc2ccccc21	9%	4%	-6%
COc1ccc(CNc2cc(-c3ccccc3C)ncn2)c(OC)c1	nt	-13%	-22%
CCCNC(=O)N1N=C(c2ccc(N)cc2)c2cc3c(cc2C1C)OCO3 (stereo not given)	nt	1%	-13%
Cc1cc(C)c2nc(SCC(=O)N3CC(=O)Nc4ccccc43)c(C#N)cc2c1	2%	7%	-8%
